TexasRed fluor – alters Texas Red total fluorescence, flagging assay interference. TRb/SRC2 Texas Red total fluorescence interference. Potency, µM (top dose mostly 106 µM), without a hit: top-dose fluorescence change, negative = quenching. actives 0.29% (n = 280,000); active = well fitted curve in either direction with a large enough effect; inconclusive = small, poorly fitted or top-dose-only effect; note: % is set by controls: 0 for no effect and ±100 for the full control effect
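Human TRb ligand-binding domain at 0.6 uM with 20 nM Texas Red SRC2 peptide in Tris buffer containing 1 uM T3 and 5% DMSO, incubated with compound 5 h at ambient temperature. Total fluorescence (555/632 nm) calculated as parallel + 2 × perpendicular.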
ALDH1A1 inh – ALDH1A1 (human) enzyme inhibition; P00352; Purified ALDH1A1, NADH fluorescence, propionaldehyde substrate; Potency, µM (doses to about 75.3 µM), for inactives: at the highest dose activity, negative = inhibition, hits mostly inhibitors; actives 7.3% (n = 220,000); AID 1030; active = well fitted inhibition curve with a large enough effect, not every such curve was filed as active; inconclusive = small, poorly fitted or top-dose-only effect, or another doubt; inactive = no such curve, though single readings can be large or run the other way;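 note: plate controls were no enzyme wells and a reference inhibitor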
SMN2 splice up – SMN2 splice variant enhancement | HEK293 SMN2-luciferase splicing reporter, luminescence, 30-36 h | Potency, µM (top dose mostly 46.1 µM), without a hit: top-dose activity change, positive = activation, hits mostly activators | actives 2.8% (n = 210,000); note: % of control where 0% means no effect; nearly all actives have a fitted effect of over 55% in size
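qHTS luciferase splicing reporter: luminescence rises when SMN2 exon 7 is included in transfected HEK293 cells. Compound exposure lasted 30-36 h at 37C, with 4.5 mM final sodium butyrate as control, followed by a ONE-Glo read.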
TRb SRC2 PPI – inhibitors of human thyroid hormone receptor beta-SRC2 interaction | P10828 | TRbeta-SRC2 peptide binding, fluorescence polarization; receptor liganded with 1 µM T3 | Potency, µM (series often up to 106 µM), inactives show at the top dose activity change, negative = inhibition, usual class: inhibitors | actives 0.065% (n = 280,000) | AID 1469;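 note: plate controls were bound peptide for no effect and peptide without receptor for full effect; nearly all actives have a fitted effect of over 50% in size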
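Fluorescence polarization of 20 nM Texas Red SRC2 peptide (20-aa NR interaction domain) bound to 0.6 uM human TRb ligand-binding domain, with 1 uM T3, after 5 hr at ambient temperature; inhibition seen as decreased polarization.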
RECQ1 helicase – blocks DNA unwinding by human RECQ1; P46063; actives 0.54% (n = 240,000); AID 2549; Potency, µM (doses to about 57.3 µM), for the others: top-dose activity, negative = inhibition, usual class: inhibitors; RECQ1 DNA unwinding, red fluorescence kinetic read;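 note: plate controls were vehicle for no effect and no enzyme for full effect; nearly all actives have a fitted effect of over 30% in size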
Target sequence (P46063 whole entry, looked up): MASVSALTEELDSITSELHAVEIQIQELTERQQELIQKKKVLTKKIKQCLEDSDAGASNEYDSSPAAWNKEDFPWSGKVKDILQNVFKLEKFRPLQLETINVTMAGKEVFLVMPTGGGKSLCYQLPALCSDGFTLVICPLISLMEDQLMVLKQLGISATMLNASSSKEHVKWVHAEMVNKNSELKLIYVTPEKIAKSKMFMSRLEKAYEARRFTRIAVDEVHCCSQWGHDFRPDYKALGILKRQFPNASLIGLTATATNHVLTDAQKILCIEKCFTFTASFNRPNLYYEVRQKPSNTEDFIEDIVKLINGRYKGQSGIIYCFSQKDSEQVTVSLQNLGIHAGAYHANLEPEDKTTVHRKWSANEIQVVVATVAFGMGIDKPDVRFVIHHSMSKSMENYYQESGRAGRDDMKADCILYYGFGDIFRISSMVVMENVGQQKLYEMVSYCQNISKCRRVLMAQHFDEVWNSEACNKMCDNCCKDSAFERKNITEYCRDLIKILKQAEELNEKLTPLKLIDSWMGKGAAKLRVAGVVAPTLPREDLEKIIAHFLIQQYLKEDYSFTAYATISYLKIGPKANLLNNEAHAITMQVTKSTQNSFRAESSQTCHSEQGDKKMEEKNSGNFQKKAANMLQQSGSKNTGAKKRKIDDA
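RECQ1T1 50 nM; forked duplex (20 bp + 30-nt ss tails) 200 nM, ATP 2 mM final; pH 8.0, 2 mM MgCl2, 2.5 ug/ml poly(dI-dC); 15 min compound preincubation; discontinuous kinetic read over 2 h at RT.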
Lamin A splicing – LMNA splicing modulation; HeLa LMNA splicing GFP/RFP minigene ratio, 48 h; Potency, µM (highest dose often 46.1 µM), for the others: at the highest dose ratio change, negative = inhibition, most hits filed as inhibitors; actives 0.01% (n = 200,000); AID 1487; active = well fitted inhibition curve with a large enough effect in the signal ratio, with a control signal flat, not every such curve was filed as active; inconclusive = small, poorly fitted or top-dose-only effect, or effect the other way, or a change in a side signal; the % refers to the signal ratio; note: % is set by controls: 0 for no effect and ±100 for the full control effect
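S3 HeLa stable clones carrying a lamin A-EGFP splicing minigene plus DsRed2 were seeded at 600 cells/well in Opti-MEM with 2% FBS, pin-dosed and incubated 48 h at 37°C. Acumen cytometry (488 nm) gave the GFP/RFP total-intensity ratio.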
GoLoco inh red – inhibitors of human Gai1-RGS12 GoLoco interaction (red fluorophore). P63096. Gai1:RGS12 GoLoco peptide FP, rhodamine, 10 min. Potency, µM (top dose mostly 61.6 µM), for the others: at the highest dose activity, negative = inhibition, most hits filed as inhibitors. actives 0.44% (n = 230,000). AID 880; active = well fitted inhibition curve with a large enough effect, not every such curve was filed as active; inactive = no such curve, though single readings can be large or run the other way; note: % is set by controls: 0 for no effect and ±100 for the full control effect; nearly all actives have a fitted effect of over 30% in size; many of its hits are not listed in these tables
JMJD2E inh – blocks human JMJD2E demethylase activity | B2RXH2 | JMJD2E catalytic domain, FDH-coupled NADH fluorescence (FDH is formaldehyde dehydrogenase) | Potency, µM (series often up to 57.1 µM), for inactives: top-dose activity change, negative = inhibition, most hits filed as inhibitors | actives 1.6% (n = 230,000) | AID 2147; active = well fitted inhibition curve with a large enough effect, not every such curve was filed as active; inconclusive = small, poorly fitted or top-dose-only effect, or another doubt; inactive = no such curve, though single readings can be large or run the other way;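 note: 0% = wells with enzyme and -100% = buffer wells without enzyme; nearly all actives have a fitted effect of over 50% in size; many of its hits are not listed in these tables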
Target sequence (B2RXH2 1-337 limits assumed): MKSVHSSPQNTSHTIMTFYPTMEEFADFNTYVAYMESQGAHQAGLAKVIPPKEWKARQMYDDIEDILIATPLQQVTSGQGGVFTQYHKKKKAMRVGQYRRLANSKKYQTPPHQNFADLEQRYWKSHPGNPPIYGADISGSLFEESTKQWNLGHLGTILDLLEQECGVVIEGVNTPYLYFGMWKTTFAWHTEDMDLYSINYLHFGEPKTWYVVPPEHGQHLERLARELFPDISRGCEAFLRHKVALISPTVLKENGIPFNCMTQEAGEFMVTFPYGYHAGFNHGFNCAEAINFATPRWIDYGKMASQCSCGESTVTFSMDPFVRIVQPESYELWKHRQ
* marks the source's active call; other numbers are inactive results; i = inactive; ? = inconclusive; . = not tested or not shown; [ ] = another dose, or the depositor's remark. Unless noted, calls come from the whole dose curve; as a rule, active = well fitted curve in the direction sought with a large enough effect; inconclusive = small, poorly fitted or top-dose-only effect, or another doubt; inactive = no such curve, though single readings can be large; an effect the other way counts as inactive or inconclusive. Potency is the fitted concentration of half-maximal effect. Some of the compounds tested. The share of hits here may be higher or lower than overall.

Molecule,TexasRed fluor,ALDH1A1 inh,SMN2 splice up,TRb SRC2 PPI,RECQ1 helicase,Lamin A splicing,GoLoco inh red,JMJD2E inh
CCOC(=O)Cn1c(CN(Cc2ccccc2)Cc2ccccc2)nc2c1c(=O)n(C)c(=O)n2C,-1%,-1%,-20%,-6%,-11%,?,-2%,-1%
O=C(c1cccc(S(=O)(=O)N2CCCC2)c1)c1nnc(-c2ccncc2)o1,0%,?,-53%[inhibitor],3%,-14%,?,-5%,-5%
O=C(Nc1cc(C(F)(F)F)ccc1F)C1CCC1,-2%,2%,17%,0%,-1%,-7%,2%,-1%
CCCCNC(=O)/C=C/c1ccc(S(=O)(=O)Nc2ccc(OC)cc2)cc1,-3%,6%,11%,-4%,-4%,?,13%,-1%
CCC(C)C(=O)Nc1cc([N+](=O)[O-])ccc1Cl (stereo not drawn),1%,8%,-3%,-8%,-19%,-17%,2%,3%
Cc1cccc2cc(CN(Cc3ccccc3)C(=O)c3cccc(F)c3)c(Cl)nc12,0%,8.9µM*,-22%,-9%,-10%,15%,7%,-1%
CCCNC(=O)OC[C@@H]1O[C@H](c2ccccc2)C=C[C@@H]1Oc1ccc(OC)cc1,-3%[11.2 µM],11%[13.5 µM],.,2%[11.2 µM],i[11.5 µM],.,.,.
COc1ccc(/C=N/OCC(=O)N2CCCC2)c(OC)c1,-2%,-15%,16%,-8%,i,?,4%,-6%
CCC(=NCCc1c(C)[nH]c2ccccc12)C1=C(O)CC(c2ccccc2)CC1=O (stereo not drawn),-1%,?,22%[1.84 µM],0%,0%,?,5%,4%
Cc1n[nH]c(=S)n1-c1ccc(Cl)cc1,-2%[53 µM],-11%,.,8%[53 µM],11%,.,20%,?
Cc1ccc([N+](=O)[O-])c(OCCN2C(=O)NC(C)(C)C2=O)c1,0%,?,-17%,-1%,-11%,.,8%,-9%
O=C(NCCCn1ccnc1)c1sc2cccc(F)c2c1Cl,0%,28µM*,-12%,-8%,-6%,-9%,10%,-14%
Cc1c(NC(=O)c2ccc(Cl)s2)c(=O)n(-c2ccccc2)n1C,-5%,2%,-22%,-3%,-1%,1%,11%,4%
O=C1CCCN1Cc1ncnn1-c1ccccc1,-4%,7%,-8%,-2%,-1%,-6%,2%,6%
O=C1C2=C(S[C@@H]3O[C@H](CO)[C@@H](O)[C@H](O)[C@H]3O2)C(=O)c2ccccc21,-1%,1.4µM*,-28%,3%,-5%,.,-109%,4%
CC(=O)NC(N(C#N)c1nc(Cl)nc(N(C)C)n1)C(Cl)(Cl)Cl (stereo not drawn),-1%,.,.,4%,-1%,.,1%,-7%
CCN1C(=O)[C@H]2[C@H]3[C@H](O)[C@H](O)C/C(=N/OCC[C@H]4C=C[C@H](OC(C)=O)[C@@H](COC(C)=O)O4)[C@@H]3CC[C@@H]2C1=O,-2%[11.2 µM],-3%[13.5 µM],.,0%[11.2 µM],-11%[11.5 µM],.,.,.
CCC(=O)N1CCN(c2cc(C)ccc2C)CC1,2%,1%,.,14%,-13%,5%,-1%,8%
COc1cccc(N(C(=O)Cn2nnc(-c3ccc(C)o3)n2)C(C(=O)NC(C)(C)C)c2cccs2)c1 (stereo not drawn),1%,13%,23%,4%,2%,-2%,-2%,1%
N#CC1=C(N)NC(=S)C(C(N)=O)C1c1ccc(Cl)cc1Cl (stereo not drawn),3%,9%,6%,-2%,-1%,?,1%,9%
O=C(Nc1ccccc1F)Oc1cccc(OC(=O)Nc2ccccc2F)c1,-2%,.,.,7%,-2%,.,7%,1%
CCCCN(C)CCNC(=O)C(NC(=O)C1CCC(C)CC1)C(C)C (stereo not drawn),0%,3%,-11%,4%,-3%,.,-6%,6%
OCCNCC(O)Cn1c2ccccc2c2ccccc21 (stereo not drawn),16%,-8%,.,0%,-7%,.,18%,-8%
CCOP(=O)(OCC)C(NC(=O)Nc1ccc(C)cc1)C(N)=O (stereo not drawn),-4%,23%,.,1%,-9%,?,4%,3%
CCOC(=O)c1c(NC(=O)CSc2nnc3c(Cl)cc(Cl)cn23)sc2c1CCC2,5%,18%,.,1%,10%,9%,.,0%

Further entries.
Molecule,TexasRed fluor,ALDH1A1 inh,SMN2 splice up,TRb SRC2 PPI,RECQ1 helicase,Lamin A splicing,GoLoco inh red,JMJD2E inh
COc1ccc(NC(=O)C2CC(=O)N(c3cc(C)ccc3C)C2)cc1 (stereo not drawn),1%,12%,3%,3%,1%,9%,1%,0%
Cc1nc2cc(C(F)(F)F)ccc2n1C,-1%,2%,-3%,6%,i,?,-13%,7%
Cc1c(Cl)cccc1S(=O)(=O)Nc1ccnn1C,-4%,.,.,-2%,-7%,.,6%,3%
Cn1c(-c2ccccc2)cnc1SCc1nc2ccccc2c(=O)[nH]1,-4%,32µM*,2.5µM*,-2%,-3%,-3%,-1%,-6%
O=c1c2nccnc2[nH]c(=S)n1Cc1ccccc1Cl,-4%,0%,3%,3%,-3%,?,8%,2%
Cc1ccc(S(=O)(=O)/C(C#N)=C/c2c(N3CCN(C)CC3)nc3ccccn3c2=O)cc1,-1%,?,-6%,-7%,i,-1%,-1%,-18%
O/N=C1/CCCCc2sccc21,2%,1%,-6%,-15%,-14%,5%,-1%,7%
Cc1cccn2c(=O)c3cc(C#N)c(=N)n(CCN4CCOCC4)c3nc12,-3%,?,14%,-7%,-12%,2%,9%,?
CCCN(CCC)S(=O)(=O)c1ccc(Cl)c([N+](=O)[O-])c1,-1%,?,-10%,-10%,i,.,-8%,2%
CCOC(=O)c1sc(NC(=O)CN(CC)CC)c(C(=O)OCC)c1C,-5%,4%,-36%[inhibitor],1%,i,-9%,-10%,-4%
CC(=O)OC1CC[C@@]2(C)C3CC[C@@]4(C)C(CC5O[C@@]6(CCC(C)CO6)C(C)C54)C3CC[C@@H]2C1 (stereo partly drawn),1%,2%,-3%,-3%,15%,.,-68%,5%
FC(F)(F)c1cnc(Sc2nnc(-c3cccs3)n2CC2CCCO2)c(Cl)c1 (stereo not drawn),1%,-7%,0%,10%,-4%,-2%,-2%,7%
c1cncc(CNc2nc(-c3ccc4c(c3)OCO4)nc3ccccc23)c1,-1%,-14%,3%,0%,-12%,10%,1%,?
O=C(CCl)N(c1ccc(Cl)cc1)c1c[nH]c2ccccc12,-1%,7.1µM*,-19%,4%,i,?,8%,0%
CCOc1ccc(N(CC(=O)NCC2CCCO2)S(=O)(=O)c2ccc(OC)c(OC)c2)cc1 (stereo not drawn),-1%,?,-21%,0%,-11%,-7%,7%,-1%
COc1cc(OC)cc(C(=O)NCC(=O)OCC(=O)c2ccc3c(c2)-c2ccccc2C3)c1,-1%,1%,6%,-8%,-8%,-14%,-13%,?
C=CCc1cc(/C=N\NC(=O)CSc2nnc(CCCc3ccc(OC)c(C)c3)o2)cc(OC)c1O,3%,-6%,-34%[inhibitor],-1%,-2%,15%,14µM*,?
Cn1cc(Cl)c(-c2n[nH]c(=S)n2-c2ccc(F)cc2)n1,-3%,5%,4%,-2%,-13%,6%,2%,-6%
O=C(NCCN1CCN(Cc2ccccc2Cl)CC1)Nc1ccccc1,4%,11%,1%,0%,i,1%,4%,-3%
Cc1nc2ccccc2c(=O)n1CC(=O)N1CCOCC1,1%,2%,20%,1%,-11%,-12%,2%,7%
COc1ccc(-n2nnc3c(SCC(=O)NCc4ccco4)ncnc32)cc1,-9%,?,-12%,8%,6%,?,8%,-22%
CCOc1ccc(Nc2nc(Cc3nnc(SCC(=O)N(CC)CC)n3C)cs2)cc1,-3%,?,-3%,-5%,i,-9%,-2%,-1%
O=C(N/N=C/c1sc(=O)[nH]c1-[n+]1ccccc1)c1ccccc1[O-],-5%,-34%,.,-10%,-20%,.,10%,?
CCOC(=O)C1=NN(C(C)=O)C2C(=O)N(CC)C(=O)C12 (stereo not drawn),-1%,.,.,0%,i,.,8%,-5%
COc1ccc(N2CCN(c3nc(NCCO)nc(N4CCOCC4)n3)CC2)cc1,4%,6%,-15%,-3%,i,4%,-12%,-2%

Reprinted from the results shown, 2 compounds:
Molecule,TexasRed fluor,ALDH1A1 inh,SMN2 splice up,TRb SRC2 PPI,RECQ1 helicase,Lamin A splicing,GoLoco inh red,JMJD2E inh
COc1cccc(N(C(=O)Cn2nnc(-c3ccc(C)o3)n2)C(C(=O)NC(C)(C)C)c2cccs2)c1 (stereo not drawn),1%,13%,23%,4%,2%,-2%,-2%,1%
N#CC1=C(N)NC(=S)C(C(N)=O)C1c1ccc(Cl)cc1Cl (stereo not drawn),3%,9%,6%,-2%,-1%,?,1%,9%

(continued)
Molecule,TexasRed fluor,ALDH1A1 inh,SMN2 splice up,TRb SRC2 PPI,RECQ1 helicase,Lamin A splicing,GoLoco inh red,JMJD2E inh
CCCC/C=C/C(NC(=O)c1ccc(C(F)(F)F)cc1)c1ccccc1 (stereo not drawn),-15%,-13%,-36%[inhibitor],-5%,2%,.,-2%,-13%
CCOC(=O)CCCc1sc(N)nc1-c1[nH]c(=O)[nH]c1C,-6%,13µM*,1%,-8%,-9%,8%,-23%,?
C=CCN1C(=O)/C(=C/c2ccc(N(C)C)cc2)S/C1=N\c1nnc(CC)s1,-3%,?,?,-6%,6%,1%,122%[activator],-4%
Cc1ccc(S(=O)(=O)N2C(=O)/C(=C3\SC(=S)NC3=O)c3ccccc32)cc1,-4%,.,.,4%,8%,.,-1%,-4%
Oc1ccccc1/C=N/n1cnnc1,-3%,-1%,13%,-3%,-8%,6%,3%,1%
COc1cccc(/C=N/Nc2nn3cnnc3c3ccccc23)c1,-3%,?,-4%,3%,0%,?,16%,?
Clc1ccc(-c2cn(-c3ccc(Cl)cc3)c3[n+]2CCCCC3)cc1,0%,.,.,-5%,-2%,.,-3%,12%
Cc1cc(Nc2ccccc2)n(-c2ccc(Br)cc2)n1,0%,-16%,-4%,-2%,?,-5%,11%,-4%

Assay outcomes (PubChem)
